All columns: NCI-60 one-dose screen, growth in % after 48 h at 10 µM unless noted; 100 = growth as untreated, 0 = no growth, -100 = all killed.
786-0: 786-0 renal cancer cells | 81,000 compounds, 5.1% hits
SF-295: SF-295 CNS cancer cells; 79,000 compounds, 5.6% hits
TK-10: TK-10 renal cancer cells. AID 1794769. 81,000 compounds, 3.9% hits
CAKI-1: CAKI-1 renal cancer; 75,000 compounds, 4.7% hits
U251: U251 CNS tumor cells. AID 1794753. 80,000 compounds, 5.4% hits
SF-268: SF-268 CNS cancer cells. 82,000 compounds, 3.1% hits. AID 1794759
UO-31: UO-31 renal cancer. 81,000 compounds, 5.2% hits
SN12C: SN12C renal cancer cells. 81,000 compounds, 3.8% hits. AID 1794767
Starred values were filed as active, the others as inactive; · = no result given; & = joins results of further samples; [ ] = another dose, or the depositor's remark. How the source made its calls: active means growth percent below 10; inactive means the rest. Not a hit list; any-hit rate near 9.2%.

Structure	786-0	SF-295	TK-10	CAKI-1	U251	SF-268	UO-31	SN12C
c1ccc(SSc2ccccc2)cc1	95&103	94&104	100&104	95&89	98&103	106&102	86&90	102&98
COCCN(C(=O)Cc1cccs1)C(C(=O)NCc1ccc(OC)cc1)c1ccc(C(C)C)cc1 (stereo not given)	95	84	115	85	97	58	83	90
COc1ccc(-c2cnc3ncnn3c2-c2cc(OC)c(OC)c(OC)c2)cc1O	102	96	104	93	105	98	88	98
Cc1ccc(C2CC(c3ccc(S(=O)(=O)NCCNc4nc(N(C)C)nc(N5CCOCC5)n4)cc3)=Nc3c(N)nc(N)nc3N2)cc1 (stereo not given)	33	33	96	43	51	45	37	51
Nc1nc(NC2CC2)c2ncn(C3C=C[C@@H](CO)C3)c2n1 (stereo not given in full)	104	96	125	90	102	102	79	95
Nc1ccc(N)c(N)c1	113	104	120	104	103	86	88	105
O=C1CCC2CN3CCc4c([nH]c5ccccc45)C3CC2C1 (stereo not given)	112	99	94	95	92	99	79	106
Cc1nn(-c2ccc(F)cc2)c2nc(N)nc(N)c12	97	102	113	·	107	102	86	103
N#Cc1c2c(nn(-c3ccccc3)c1=O)C(O)=C([N+](=O)[O-])C(c1ccccc1[N+](=O)[O-])C2 (stereo not given)	99	103	114	91	95	102	64	101
Cn1c(=O)c2c(nc(N/N=C/C(Cl)Cl)n2C)n(C)c1=O	102	114	94	98	100	106	86	104
C[C@H]1[C@H](C)CC[C@]2(COC(=O)CCC(=O)O)CC[C@]3(C)C(=CC[C@@H]4[C@@]5(C)CCCNC(C)(C)[C@@H]5CC[C@]43C)[C@H]12	56[100 µM]	59[100 µM]	81[100 µM]	54[100 µM]	61[100 µM]	63[100 µM]	65[100 µM]	65[100 µM]
C=C(C)[C@@H]1CC[C@]2(C(=O)NC3CCCCC3)CC[C@]3(C)[C@H](CC[C@@H]4[C@@](C)(CCC#N)[C@H](C(=C)C)CC[C@]43C)[C@@H]12	90	98	84	76	89	85	74	94
CCc1ccc(-c2ccc3c4c(cccc24)C(=O)N(c2nc4ccccc4s2)C3=O)cc1	104	97	107	86	100	93	74	94
Cn1c(NCCc2ccc(O)c(O)c2)nc2c1c(=O)n(Cc1ccc(Cl)cc1)c(=O)n2C	92	103	70	39	104	72	30	83
CCNCC(=O)Nc1ccc(C(=O)OCC)cc1	90	102	86	·	98	94	95	99

Exported with two lines to a compound: entries from further up.
Each structure is followed by: 786-0 | SF-295 | TK-10 | CAKI-1 | U251 | SF-268 | UO-31 | SN12C
CCc1ccc(-c2ccc3c4c(cccc24)C(=O)N(c2nc4ccccc4s2)C3=O)cc1
  104 | 97 | 107 | 86 | 100 | 93 | 74 | 94
Cn1c(NCCc2ccc(O)c(O)c2)nc2c1c(=O)n(Cc1ccc(Cl)cc1)c(=O)n2C
  92 | 103 | 70 | 39 | 104 | 72 | 30 | 83

(list continues)
Structure	786-0	SF-295	TK-10	CAKI-1	U251	SF-268	UO-31	SN12C
COc1ccc(/C=C/C(=O)c2sc(N3N=C(c4ccc(N(C)C)cc4)CC3C)nc2C)cc1 (stereo not given)	105	110	109	91	104	106	75	96
CSc1nc2ccc(NC(=O)C3CC4(NC(=O)NC4=O)c4cc(F)ccc4O3)cc2[nH]1 (stereo not given)	98	99	103	91	100	106	80	98
C/C(=C\CCc1ccsc1)CC/C=C(\C)CCC1OC1(C)C (stereo not given)	99	91	89	93	90	111	76	97
CC1CCC(C(C)CS)CC1S (stereo not given)	107	17	92	91	106	98	86	96
COc1cc(/C=N/NC(=O)CSc2nc3ccccc3c(=O)n2Cc2ccc(S(N)(=O)=O)cc2)cc(OC)c1OC	101	95	96	87	98	86	75	91
Cc1nc(N)nc(N)c1[N+](=O)[O-]	97	111	116	·	97	102	82	107
O/C=C(\Cl)CCl	105	88	109	94	·	102	77	104
O=C(CCN1CCCC1)c1ccc([N+](=O)[O-])cc1	·	98	101	97	98	101	87	106
COc1ccc(CNc2nc3nc[nH]c3c(=O)n2C)cc1OC	104	85	125	84	105	106	79	95
COc1ccc2[nH]c(O)c(N=Nc3nc(-c4ccc(C#N)cc4)cs3)c2c1	-73*	69	55	35	15	83	18	20
CCN(Cc1ccccc1)c1ccc(SC#N)cc1	73	95	102	93	82	84	33	88
COc1cc2nc(-c3ccc(Cl)cc3)cc(OCCCN3CCCCC3)c2cc1OC	72	-51*	90	0.1*	49	58	42	42
NC(=S)NN=C1CCCCC1	106	93	100	103	76	94	80	85
COP(=O)(OC)C(C)(C)CC(=O)CC(C#N)(C#N)C(C#N)C#N	105	101	104	96	97	98	85	100
CN(C)Cc1cc(CN(C)C)c(O)c(C(=O)O)c1	109	109	86	·	94	104	83	108

Entries of single compounds, quoted from the list. Screens in order: 786-0, SF-295, TK-10, CAKI-1, U251, SF-268, UO-31, SN12C
Cn1c(=O)c2c(nc(N/N=C/C(Cl)Cl)n2C)n(C)c1=O in the list: 102, 114, 94, 98, 100, 106, 86, 104
CCN(Cc1ccccc1)c1ccc(SC#N)cc1 in the list: 73, 95, 102, 93, 82, 84, 33, 88

The list continues.
Structure	786-0	SF-295	TK-10	CAKI-1	U251	SF-268	UO-31	SN12C
O=C(/C=C/c1cccnc1)c1ccccc1O	97	104	145	·	90	98	80	128
O=C(CNC(=O)c1nc(-c2ccccc2)n(-c2ccc(Cl)cc2)n1)NO	94	108	96	97	96	102	92	108
Oc1cc(Cl)ccc1Cc1ccc(Cl)cc1O	93	32	96	93	53	65	46	36
COc1ccc(-c2nc(SCc3nc4ccccc4[nH]3)nc(N3CCN(C)CC3)c2C#N)cc1	93	87	99	86	87	80	53	94
C=CCOC(=O)COc1ccc(Cl)cc1Cl	110	102	90	99	97	99	87	102
O=C(O)c1ccccc1C(=O)c1cc(Cl)cc(Cl)c1O	91	118	145	103	108	110	65	105
Oc1ccccc1/C=N\c1nccs1	104	89	128	91	91	107	84	104
CC1(C)CC[C@]23CC[C@]4(C)[C@H](CC[C@@H]5[C@@]6(C)CC[C@H](OC7CC(O)C(O)C(O)O7)C(C)(C)[C@@H]6CC[C@]54C)[C@H]2[C@H]1OC3 (stereo not given in full)	107	99	113	82	97	105	102	100
COc1ccc(-c2nn(Cc3ccccc3)c3c2-c2oncc2CC3)cc1	82	86	89	80	88	117	87	103
O=S(=O)(NCCNc1cc(-c2c(-c3cccc(O)c3)nc3sccn23)ccn1)c1cccc(Cl)c1	48	62	80	27	50	38	15	31
COc1ccc(-c2cc(C(=O)N=Nc3c(O)[nH]c4ccccc34)no2)cc1	104	102	118	86	·	99	82	95
COc1ccc(-c2cnnn2-c2nonc2N)cc1	102	86	95	91	98	116	101	102
Cc1cn(-c2cc(NC(=O)c3cncc(C#Cc4cnc5ccc(OCCCS(C)(=O)=O)nn45)c3)cc(C(F)(F)F)c2)cn1	12	55	34	37	27	-5.3*	38	17
COc1ccc(/C=C/c2nc(Oc3ccc(C(C)=O)cc3)c3ccccc3n2)cc1	97	61	99	38	82	80	49	72

Just SF-268, for five of the compounds above:
compound	SF-268
Cc1cn(-c2cc(NC(=O)c3cncc(C#Cc4cnc5ccc(OCCCS(C)(=O)=O)nn45)c3)cc(C(F)(F)F)c2)cn1	-5.3*
COc1ccc(/C=C/c2nc(Oc3ccc(C(C)=O)cc3)c3ccccc3n2)cc1	80
O=C(CNC(=O)c1nc(-c2ccccc2)n(-c2ccc(Cl)cc2)n1)NO	102
COc1ccc(-c2nc(SCc3nc4ccccc4[nH]3)nc(N3CCN(C)CC3)c2C#N)cc1	80
COc1ccc(-c2cnnn2-c2nonc2N)cc1	116

Assay outcomes deposited in PubChem by NCI.
